# Compound activity: PubChem BioAssay, several laboratories
# E coli RNAP: Escherichia coli RNA polymerase inhibition | P0A8V2 | E. coli RNA polymerase, fluorescence transcription assay | inhibition, %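 (tested at 10 µM)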 | 62,000 tested, 0.2% active; in the data active = inhibition above about 20%;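 also: 0% = enzyme without compound and 100% = no enzyme blank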
# Target sequence (P0A8V2 whole entry, looked up): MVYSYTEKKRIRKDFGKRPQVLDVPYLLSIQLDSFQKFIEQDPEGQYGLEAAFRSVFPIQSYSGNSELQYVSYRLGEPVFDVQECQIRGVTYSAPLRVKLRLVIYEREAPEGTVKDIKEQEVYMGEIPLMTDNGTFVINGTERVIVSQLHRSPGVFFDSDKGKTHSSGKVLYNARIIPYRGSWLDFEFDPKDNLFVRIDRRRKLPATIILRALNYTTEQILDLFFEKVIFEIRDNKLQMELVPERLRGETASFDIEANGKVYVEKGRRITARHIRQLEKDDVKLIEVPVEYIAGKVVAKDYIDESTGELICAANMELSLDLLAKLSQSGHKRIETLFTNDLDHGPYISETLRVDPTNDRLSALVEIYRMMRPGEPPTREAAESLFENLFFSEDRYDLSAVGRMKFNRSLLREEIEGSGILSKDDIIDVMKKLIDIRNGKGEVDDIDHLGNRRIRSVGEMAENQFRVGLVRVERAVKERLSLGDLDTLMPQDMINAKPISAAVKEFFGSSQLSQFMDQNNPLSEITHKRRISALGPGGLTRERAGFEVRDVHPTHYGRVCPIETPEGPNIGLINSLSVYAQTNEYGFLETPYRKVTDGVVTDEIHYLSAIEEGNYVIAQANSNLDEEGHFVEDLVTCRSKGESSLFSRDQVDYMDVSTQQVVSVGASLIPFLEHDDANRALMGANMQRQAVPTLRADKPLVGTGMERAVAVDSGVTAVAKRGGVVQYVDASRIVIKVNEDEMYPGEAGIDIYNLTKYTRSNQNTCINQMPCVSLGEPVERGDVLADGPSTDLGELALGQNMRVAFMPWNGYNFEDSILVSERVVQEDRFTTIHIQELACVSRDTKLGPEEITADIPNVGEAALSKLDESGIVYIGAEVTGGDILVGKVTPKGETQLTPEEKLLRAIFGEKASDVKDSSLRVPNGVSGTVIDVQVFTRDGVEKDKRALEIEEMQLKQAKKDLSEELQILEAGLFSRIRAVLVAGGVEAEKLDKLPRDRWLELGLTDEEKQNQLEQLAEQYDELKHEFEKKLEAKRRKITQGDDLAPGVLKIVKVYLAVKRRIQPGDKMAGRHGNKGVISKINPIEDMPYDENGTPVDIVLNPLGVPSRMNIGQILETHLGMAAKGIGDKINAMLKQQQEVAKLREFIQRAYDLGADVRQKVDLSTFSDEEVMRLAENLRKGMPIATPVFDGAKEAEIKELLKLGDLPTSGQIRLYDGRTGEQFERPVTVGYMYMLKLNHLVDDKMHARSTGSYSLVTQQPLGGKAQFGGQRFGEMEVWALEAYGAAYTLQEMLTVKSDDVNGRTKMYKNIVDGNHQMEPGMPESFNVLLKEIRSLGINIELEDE
# Autofluor 339: intrinsic fluorescence of library compounds, ex339/em460 – biochemical, MLSMR library, data from DPM-DC assay, artefact control, profiling panel; fluorescence fold increase at 10 µM; AID 709; 65,000 tested, 5.5% active; compound autofluorescence, ex339/em460 nm, NADH buffer; stronger effect = higher value; 1 = no-compound wells, NADH background;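 active = at 10 µM, mean starting fluorescence two-fold or more over control wells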;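 also: signal is the first read of a kinetic run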
# D1 mod: D1 dopamine receptor (human) allosteric modulation | P21728 | HEK293 D1, CRE-luciferase, dopamine EC30 potentiation; actives deviate in either direction | B-score at 10 µM | 58,000 tested, 5.9% active | AID 641;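 active = luminescence count or its row- and column-corrected plate score outside the 99.7% band of the plate's sample wells, on either side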
# Hsp90 block: displaces geldanamycin probe from tumor Hsp90. NCI-N417 lysate Hsp90, Cy3B-geldanamycin FP displacement. P07900. 64,000 tested, 0.35% active. inhibition, % at 30 µM;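 active = inhibition above 50%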;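 also: 0% = tracer plus lysate wells and 100% = tracer alone without lysate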
# Her2 expr inh: Her2 kinase expression inhibition | P04626 | SKBR-3 HER2 protein level, AlphaScreen, 18-24 h; stronger effect = lower value | HER2 level % of control, % at 10 µM | 65,000 tested, 0.69% active | AID 645;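 active = HER2 level under 5% of the carrier-only control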;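 also: 100% = DMSO carrier and 0% = 500 nM PU-H71 HSP90 inhibitor; lower value means stronger loss of Her2 protein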
# 5HT1a ag: agonists of human 5-HT1a serotonin receptor. CHO 5-HT1a Ga15 NFAT-bla reporter, FRET ratio; 0% basal, 100% maximal reference agonist. activation, % at 10 µM. 65,000 tested, 0.56% active. AID 567;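 active = activation above the screen-wide mean activation plus 3 SD, cut at about 19% in these data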;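 also: 0% = DMSO wells and 100% = 5-CT at EC100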
# M1 ag: M1 muscarinic receptor agonism | CHO-M1 cells, Fluo-4 calcium fluorescence, agonist mode; stronger effect = higher value | B-score at 10 µM | 64,000 tested, 3% active;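 active = fluorescence rise, raw or as B-score row- and column-corrected plate score, outside the 99.7% band of its plate's samples, either direction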
# NADH coupling: blocks coupling enzymes of NAD/NADH assays; 65,000 tested, 0.02% active; IC50, µM (top dose mostly 10 µM), for the others: at the top dose inhibition; AID 774; coupled PK/LDH NADH assays, four targets;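 active = single-dose screening hits from any of four coupled enzyme assays that gave an IC50 when retested across doses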;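 also: the DPM-DC format reads NADH fluorescence rather than 340 nm absorbance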
# M1 antag: blocks the rat M1 muscarinic receptor response to acetylcholine. 64,000 tested, 3.4% active. AID 628. CHO-M1 cells, Fluo-4 calcium, ACh EC80 antagonist mode; stronger effect = lower value. B-score at 10 µM. P08482;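 active = calcium fluorescence response, raw or row-and-column corrected B-score, differing from the plate sample mean either way at a set confidence level, mostly lower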
# Active calls of the source: *; nt = not tested or not shown. Outcome played no part in choosing rows; any-hit rate near 16%.
cpd	SMILES	M1 ag	E coli RNAP	Autofluor 339	5HT1a ag	Hsp90 block	D1 mod	M1 antag	Her2 expr inh	NADH coupling
1	CC(C)(C)NS(=O)(=O)c1ccc(CCC(=O)N2CCCCC2)cc1	-0.081	8	1	1.1	-2	-0.49	-0.25	98	7%
2	Cn1c(=O)oc2cc(S(=O)(=O)NCCC(=O)N3CCc4ccccc43)ccc21	0.0066	6	1.1	-2.5	-5	1.3	0.22	98	3%
3	COc1ccccc1CCNC(=O)c1ccc(C)o1	-0.2	6	1.1	-1.4	nt	-0.4	-0.2	151	2%
4	COc1ccccc1-c1cc2nc(C)c(CCC(=O)NCc3ccco3)c(C)n2n1	-0.36	6	1.4	-8.1	-2	-1.9	0.72	85	4%
5	Cn1c(N2CCOCC2)nc2c1c(=O)n(Cc1ccc(Cl)cc1)c(=O)n2C	-1.2	17	1.1	-0.6	-4	4.4*	0.3	105	0%
6	CCOC(=O)C1=C(N)OC2=C(C(=O)CCC2)C1c1cccs1 (centres undefined)	1.3	8	1	-0.6	-5	-1.3	-0.18	108	7%
7	N#Cc1cnc(SCC(=O)c2ccccc2)nc1N	-0.028	7	1.1	-3.0	-5	0.016	-0.26	80	4%
8	c1coc(-c2nnc3sc(Cc4cccs4)nn23)c1	-0.019	-3	1.1	-2.2	-15	nt	0.042	59	2%
9	O=C(c1ccc2nc(N3CCOCC3)sc2c1)N1CCCC1	0.011	14	1	-2.4	0	2.3	0.052	106	4%
10	Cc1ccccc1-n1nnnc1SCC(=O)Nc1ccc(S(=O)(=O)N2CCCC2)cc1	0.41	-2	1	6.5	3	0.79	0.26	87	3%
11	N#Cc1ccccc1NC(=O)c1ccccc1OCC(=O)NCc1ccco1	-0.48	6	1.1	0.3	-6	0.31	0.68	90	3%
12	CCCCCn1c(SCC#N)nc2cc(C(=O)NCC3CCCO3)ccc2c1=O (centres undefined)	2.5*	4	0.72	-0.9	-3	nt	0.0015	86	14%
13	CCOC(=O)c1cnc(Nc2ccc(OCC)cc2)nc1C	nt	4	1.2	0.4	0	0.51	nt	81	4%
14	O=C(Cc1ccc(-n2cccc2)cc1)NC1CCCCC1	-1	-4	1	-2.2	0	nt	-0.25	89	5%
15	CCCCCCC(C)n1[nH]c(=O)c2c(C)cc(=O)[nH]c21 (centres undefined)	1.1	7	1.1	-1.6	7	-0.68	0.25	62	6%
16	COc1ccc(C2CC(c3ccc(Cl)cc3Cl)n3nc(N)nc3N2)cc1 (centres undefined)	-0.81	9	1	-4.9	1	1.2	-0.092	93	4%
17	CCSc1nc2c(cnn2-c2ccc(C)cc2)c(=O)[nH]1	-0.74	4	1.1	-0.1	-3	0.7	0.34	108	9%
18	O=C(CSc1nc2ncc(Br)cc2[nH]1)Nc1ccc2c(c1)OCO2	-0.35	3	0.99	0.9	1	0.22	-0.46	100	5%
19	Nc1[nH]c(=S)[nH]c(=O)c1-c1ccccc1	0.57	7	1.1	-0.1	0	0.53	-2.3*	97	1%
20	CCSc1nc2c(c(=O)n(C)c(=O)n2C)n1Cc1ccc(Cl)cc1	0.44	8	1.1	0.0	0	1.7	-3.7*	101	2%
21	Cc1noc(C)c1CSCC(=O)OCC(=O)NC1CCCCC1	0.56	2	1.1	-1.8	nt	0.0055	0.81	98	4%
22	CC1(C)Cc2c(sc(/N=C/N3CCOCC3)c2C#N)C(C)(C)N1	0.35	3	1	-3.0	-1	0.23	-0.13	101	0%
23	CCSC1=C(C#N)C2(CCCCC2)C(C#N)=C(N)N1	-0.91	3	1	2.4	-5	-0.24	-2.7*	106	7%
24	O=C1c2ccccc2C(=O)N1CCc1nn[nH]n1	0.64	8	1.1	-1.7	2	0.88	0	90	4%
25	Cc1cc(C(=O)CSc2nnc(-c3ccccc3)n2-c2ccccc2)c(C)n1-c1ncn[nH]1	0.75	2	1.1	-3.6	-2	-0.038	-0.22	97	5%
26	Cc1ccc(C(=O)Cn2nnc(-c3ccccc3-n3cnnn3)n2)cc1	-0.35	6	1	0.4	0	0.13	0.18	111	8%
27	O=C(CSc1ccc2nnc(-c3ccccn3)n2n1)Nc1ccc2c(c1)OCO2	0.1	5	1.1	-2.2	-6	0.45	0.12	84	1%
28	CCc1ccccc1N(CC)C(=O)c1cn(CC)c(=O)c2cc(OC)c(OC)cc12	nt	6	1.1	-0.5	-2	0.14	nt	94	3%
29	COc1ccc(S(=O)(=O)N2CCCCCC2)cc1C(=O)OCc1c(C)noc1C	0.05	4	1.1	3.5	-4	4.3*	-0.54	71	6%
30	CCC1CCCCN1S(=O)(=O)c1ccc(C(=O)Nc2nnc(-c3ccccc3Cl)o2)cc1 (centres undefined)	0.061	6	1.3	-1.2	0	-1.5	-0.11	113	5%

# (continued)
cpd	SMILES	M1 ag	E coli RNAP	Autofluor 339	5HT1a ag	Hsp90 block	D1 mod	M1 antag	Her2 expr inh	NADH coupling
31	COCCNC(=O)CSCc1c(F)cccc1Cl	0.44	6	1.1	0.6	-3	0.62	-0.032	88	8%
32	CN1CCN(C(=O)c2ccc(CN3CCOCC3)cc2)CC1	0.11	6	1.1	1.2	nt	0.46	0.48	196	4%
33	Cc1ccc(-c2cc(C(=O)NC3=NCCS3)c3cc(Br)ccc3n2)o1	1.8	4	1.1	0.6	-14	-1.1	0.0047	28	20%
34	CC(C(=O)NC1CCCCCC1)N(c1ccccc1)S(C)(=O)=O (centres undefined)	-0.88	6	1.1	1.6	0	0.042	-0.14	79	1%
35	CCc1cc(=O)oc2cc(C)c(CN3CCCC3)c(O)c12	-0.39	6	1.1	2.2	-4	nt	0.23	103	1%
36	Clc1ccc(-c2nc(NCCN3CCOCC3)c3ccccc3n2)cc1	0.28	nt	1.1	45*	-2	0.14	0.39	53	0%
37	Cc1ccc(-c2nnn(CC(=O)N(Cc3ccccc3)C(C(=O)NC(C)(C)C)c3ccncc3)n2)o1 (centres undefined)	0.021	7	1	0.2	-5	-0.47	0.069	90	8%
38	Cc1ccc(Cn2ccc(NC(=O)c3cc(-c4ccc(F)cc4)on3)n2)cc1	0.23	5	1.1	0.5	-3	-0.42	0.57	102	2%
39	CN1C(=O)CS(=O)c2ccc(C(=O)NCCC3=CCCCC3)cc21 (centres undefined)	0.068	7	1.1	0.0	0	nt	-0.36	85	3%
40	O=C(NCCN1CCOCC1)N1CCOCC1	-0.15	-2	1	-0.7	-1	-0.63	0.033	104	6%
41	Cc1ccc2oc(=O)n(CCOc3ccccc3Cl)c2c1	-0.13	-7	1.1	-0.1	3	-0.11	0.22	110	2%
42	COc1ccc(C(=O)NCCc2nnc(SCc3nc4ccccc4c(=O)[nH]3)n2C)cc1	-0.12	14	1.1	-3.8	-1	-0.12	-1.4	96	2%
43	Cc1cc(C(=O)Nc2ccc(S(=O)(=O)N3CCCC3)cc2)cs1	-0.59	6	1	-1.1	-9	0.7	0.031	78	8%
44	COc1ccc(S(=O)(=O)N(C)CC(=O)Nc2cccc(C(C)=O)c2)cc1	-1.2	-1	1.1	0.8	1	-0.27	-0.0088	120	7%
45	CCOc1ccccc1C1C(C#N)=C(N)Oc2n[nH]c(CC)c21 (centres undefined)	0.34	6	1.1	-0.3	-3	1.1	0.94	112	5%
46	CCSc1nc2sc3c(c2c2nnc(SCC(=O)NCc4ccco4)n12)CCCC3	0.86	-1	1.1	1.7	-5	nt	0.63	77	0%
47	CCOC(=O)Nc1c(C)n(C)n(-c2ccccc2)c1=O	1.3	nt	1.1	-0.5	0	2	-1.3	118	6%
48	CC(C)CCn1c(Cl)nc2c1c(=O)n(C)c(=O)n2C	-0.21	-1	1.1	-2.5	-1	-0.059	1.6	87	5%
49	CCOC(=O)c1nnn(-c2nonc2N)c1CN(C)C1CCCCC1	-3	-1	1.1	-1.9	0	1.2	-0.26	80	7%
50	COc1ccc(NC(=O)N2CCCC(c3nc(-c4ccc(C(C)C)cc4)no3)C2)cc1 (centres undefined)	-0.15	nt	1.1	2.6	0	-0.85	0.35	56	6%
51	CCOc1ccc(-c2noc(-c3ccncc3)n2)cc1OCC	-1.3	7	1	0.4	-5	11*	-0.56	110	3%
52	COc1ccc2cc(CN(CCO)C(=O)c3ccccc3F)c(=O)[nH]c2c1	-0.0075	3	1.2	-1.7	-4	-0.23	-2.7*	111	2%
53	Cc1c(Nc2ncnc3nc[nH]c23)c(=O)n(-c2ccccc2)n1C	0.61	-2	1.1	4.0	-2	-0.2	-0.41	81	3%
54	CCCC(=O)Nc1ccccc1N1CCN(C(=O)C(C)C)CC1	2	0	1	0.2	-1	-0.59	0.62	70	7%
55	FC(F)(F)c1nnc2sc(-c3ccccn3)nn12	-0.24	nt	0.88	0.1	-1	0.35	-0.0017	81	3%
56	CCOc1ccc(C(=O)c2cccs2)cc1	0.58	0	1.1	-2.2	-2	0.56	-0.63	112	1%
57	Cc1ccccc1C1CC(c2ccc(Br)cc2)Nc2nc(N)nn21 (centres undefined)	-0.85	0	1.1	nt	nt	nt	-2	99	3%
58	CC(C)C(OC(=O)c1ccco1)C(=O)NCc1ccccc1 (centres undefined)	0.11	4	1.1	-2.1	-1	0.28	0.13	88	3%
59	CCN1CCn2c3c(c4cc(Br)ccc42)CCCC31 (centres undefined)	0.26	3	1	-3.2	2	0.03	-0.085	93	5%
60	Cc1cc(C(=O)COC(=O)CCc2nc3ccccc3s2)c(C)n1C	0.19	0	1	-4.0	0	nt	-0.92	94	2%

# Among those listed so far, two contain a tert-butyl group.
cpd	SMILES	M1 ag	E coli RNAP	Autofluor 339	5HT1a ag	Hsp90 block	D1 mod	M1 antag	Her2 expr inh	NADH coupling
1	CC(C)(C)NS(=O)(=O)c1ccc(CCC(=O)N2CCCCC2)cc1	-0.081	8	1	1.1	-2	-0.49	-0.25	98	7%
37	Cc1ccc(-c2nnn(CC(=O)N(Cc3ccccc3)C(C(=O)NC(C)(C)C)c3ccncc3)n2)o1 (centres undefined)	0.021	7	1	0.2	-5	-0.47	0.069	90	8%

# Next part:
cpd	SMILES	M1 ag	E coli RNAP	Autofluor 339	5HT1a ag	Hsp90 block	D1 mod	M1 antag	Her2 expr inh	NADH coupling
61	Cc1ccc(Nc2nc(C)c(CCC(C)C)c(=O)[nH]2)cc1	-0.87	4	1.2	-3.7	-1	-0.063	0.032	94	4%
62	O=C(Nc1nccs1)c1ccc(NC(=O)c2ccco2)cc1	-0.88	10	1.1	-0.6	0	0.26	-0.32	105	3%
63	O=C(CCN1CCCC1Cc1ccccc1)c1ccc2c(c1)OCCO2 (centres undefined)	0.43	4	1.1	-0.8	-2	nt	-0.25	101	4%
64	Cc1ccc(C)c(N2CC(=O)N(c3cc(C)ccc3C)CC2=O)c1	-0.97	10	1	-1.2	-1	1.2	0.65	69	5%
65	CCOC(=O)C1=C(C)NC(=O)NC1c1ccc(Br)s1 (centres undefined)	-0.23	5	1	nt	-2	-1.2	0.061	236	4%
66	CCOC(=O)N1CCC(Nc2ncnc3c2cnn3-c2ccccc2)CC1	0.25	5	1.1	1.7	1	-2.3	0.5	100	3%
67	CC(C)OC(=O)CSc1nc2ncc(Cl)cc2[nH]1	0.29	-5	1.1	-0.2	-1	-1.5	0.31	65	2%
68	COC(=O)c1ccc(C2/C(=C(/O)c3ccc(OC)cc3)C(=O)C(=O)N2c2cc(C)on2)cc1 (centres undefined)	-1.1	nt	1	1.6	1	nt	0.5	96	5%
69	O=C(CCSc1nnnn1-c1ccccc1)N1CCOCC1	-0.94	1	1.1	0.7	-2	0.77	0.24	82	2%
70	CC(=O)c1cc(C(=O)Nc2ccccc2C(=O)O)oc1C	0.94	11	1.1	-0.9	-1	-1.3	0.99	75	8%
71	CCOc1cc(C)c(S(=O)(=O)Nc2ccc(Cl)cn2)cc1C	-0.26	10	1.1	-2.2	-4	0.26	-1.8	97	5%
72	CCCc1nnc(NC(=O)C(C)N2C(=O)C3C4C=CC(C4)C3C2=O)s1 (centres undefined)	nt	5	1.1	-2.3	-1	nt	nt	68	3%
73	COc1ccccc1CN1C(=O)c2ccncc2C1=O	0.33	4	1.1	-0.4	3	-1.6	1.1	92	4%
